Wnt act: Wnt/beta-catenin pathway activators, primary screen, cell-based, plate reader, single point | activation, % at 9.35 µM | actives 1.2% (n = 300,000) | Wnt/beta-catenin reporter cell assay, activator; in the data active = activation above about 30%, passing the limit was not always enough; inconclusive = no clear call, values can overlap the other calls;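 also: 0% = neutral control wells and 100% = positive control wells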
CAL PDZ FP-1: CAL PDZ peptide-binding inhibitors, primary screen, biochemical, fluorescence polarization, Cer-tagged CAL PDZ, HTS. purified CAL PDZ, TMR-peptide fluorescence polarization, 1 h. AID 504414, 2011. actives 0.02% (n = 330,000). inhibition, % at 20 µM. Golgi-associated PDZ and coiled-coil motif-containing protein (Homo sapiens), Q9HD26;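 active = highest replicate inhibition of at least 40%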;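 also: plate controls were DMSO neutral control wells for no effect and unlabeled competitor peptide control wells for full effect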
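Test system: purified CerCALP PDZ construct; Compound dosing: one concentration, 20 µM compound; Also added: TMR-labelled reporter peptide T*-PRC34 bound in PDZ groove; Read-out: inhibition from polarization loss; Controls: unlabelled peptide and DMSO controls; Signal: FP readout, S and P plane fluorescence; Incubation: 1 h at RT.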
phage Ecoli inh: growth loss of phage-infected E. coli, primary screen, RecBCD inhibitor project, absorbance, with phage, HTS; actives 0.26% (n = 360,000); inhibition, % at 11.9 µM; in the data active = inhibition above about 11%
E coli growth: E. coli V3065 growth inhibition, primary screen, counter-screen for AddAB inhibitor project, absorbance, OD600; inhibition, % at 11.9 µM; actives 0.27% (n = 330,000); 18 h;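 active = inhibition above the campaign's mean inhibition across all tested compounds plus 3 SD, cut at about 9.9% in these data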;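 also: uninfected addAB+ strain grown without phage in ampicillin broth; 0% = DMSO wells and 100% = ciprofloxacin 0.95 µg/ml wells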
SR-BI DiI-HDL act: activators of SR-BI mediated DiI-HDL uptake, primary screen, ldlA[mSR-BI] CHO cells, DiI fluorescence; 3 h; 100 = double the neutral-control signal; activation, % at 12.5 µM; actives 0.096% (n = 320,000);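 active = mean replicate activation of at least 60% and every replicate at or above 60%; inconclusive = mean or all-replicate condition met, but not both; inactive = mean below 60% and not all replicates reaching 60%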;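 also: 0% = median plate neutral-control signal and 100% = twice that signal; values of inactives mirror those of a sister screen read the other way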
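system = CHO ldlA[mSR-BI] cells, LDL receptor-null, SR-BI overexpressing | medium = Ham's F12 with 0.5% BSA, HEPES 25 mM, pH 7.4 | probe or stimulus = DiI-HDL 10 µg/mL | compound dosing = single-point compound dose | incubation = compound exposure 3 h, 37 °C | technique = DiI fluorescence, bottom read | read-out = cell-associated DiI fluorescence as measure of HDL uptake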
Tat export inh: E. coli Tat export inhibitors, primary screen, MC4100, TorA-mCherry reporter, fluorescence, single point | actives 0.036% (n = 340,000) | inhibition, % at 10 µM | AID 488895, 2010;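 active = mean replicate inhibition at least 50% and at least half of replicates individually reaching 50%; inconclusive = only one of the two criteria met; inactive = neither criterion met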;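 also: exported cargo escapes ClpAP degradation while cytoplasmic cargo is degraded and loses fluorescence; 0% = median of neutral control wells and 100% = median of NaSCN control wells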
SR-BI DiI inh: inhibitors of SR-BI mediated HDL lipid uptake, primary screen, ldlA[mSR-BI] cells, fluorescence, single point. ldlA[mSR-BI] CHO cells, DiI-HDL uptake fluorescence, 3 h. inhibition, % at 12.5 µM. actives 0.96% (n = 320,000). AID 488896, 2010;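 active = mean replicate inhibition of at least 70% and a set share of replicates each scoring 70 or more; inconclusive = meets just one of the two criteria; inactive = fails both criteria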;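 also: 0% = median of neutral control wells and 100% = median of positive control wells; values of inactives mirror those of a sister screen read the other way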
Target sequence (Q61009 whole entry, looked up): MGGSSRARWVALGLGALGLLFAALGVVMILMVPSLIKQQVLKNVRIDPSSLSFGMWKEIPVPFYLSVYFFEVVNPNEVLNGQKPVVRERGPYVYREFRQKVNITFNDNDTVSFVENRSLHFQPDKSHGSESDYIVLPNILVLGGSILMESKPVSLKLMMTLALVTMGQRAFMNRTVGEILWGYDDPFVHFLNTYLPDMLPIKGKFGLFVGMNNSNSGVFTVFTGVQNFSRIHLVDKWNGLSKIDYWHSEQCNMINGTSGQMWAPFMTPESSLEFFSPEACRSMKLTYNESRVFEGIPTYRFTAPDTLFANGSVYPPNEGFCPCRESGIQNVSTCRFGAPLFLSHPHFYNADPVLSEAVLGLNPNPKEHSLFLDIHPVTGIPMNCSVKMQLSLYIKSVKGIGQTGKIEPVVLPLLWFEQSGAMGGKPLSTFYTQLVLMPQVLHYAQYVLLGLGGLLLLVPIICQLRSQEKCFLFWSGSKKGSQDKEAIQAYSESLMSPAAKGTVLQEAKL
AddAB inh: growth inhibition of E. coli expressing H. pylori AddAB, primary screen, AddAB inhibitor project, absorbance | inhibition, % at 11.9 µM | actives 0.29% (n = 330,000) | AID 435030, 2010; in the data active = inhibition above about 12%;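 also: 0% = vehicle wells of infected cells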
CAL PDZ FP-2: untagged CAL PDZ binding inhibitors, primary screen, biochemical, fluorescence polarization, HTS | Golgi-associated PDZ and coiled-coil motif-containing protein (Homo sapiens), Q9HD26 | purified CAL PDZ, TMR-peptide fluorescence polarization, 1 h | inhibition, % at 24.9 µM | actives 0.92% (n = 300,000) | AID 602252, 2012;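 active = mean inhibition of at least 30% with at least half of replicates also reaching 30%; inconclusive = no clear call, values can overlap the other calls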;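 also: 0% = DMSO neutral control and 100% = excess unlabeled competitor peptide PRC23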
MITF act: activators of MITF-driven TRPM1 promoter reporter, primary screen, cell-based, SK-MEL-5, luciferase, single point. SK-MEL-5 TRPM1-promoter luciferase, 24 h; % of positive control, neutral wells = 0. actives 0.75% (n = 300,000). activation, % at 12.5 µM;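 active = mean activation of at least 80% with every replicate also reaching 80%; inconclusive = mean reaches 80% but some replicate falls short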;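 also: 0% = neutral control wells and 100% = parthenolide positive control wells; values of inactives mirror those of a sister screen read the other way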
Numbers without * were called inactive; i = inactive; u = inconclusive; x = no result given; & = joins results of further samples. No enrichment for hits; overall some 3.6% were active at least once.

SMILES	Wnt act	CAL PDZ FP-1	phage Ecoli inh	E coli growth	SR-BI DiI-HDL act	Tat export inh	SR-BI DiI inh	AddAB inh	CAL PDZ FP-2	MITF act
CCN1C(=O)CSc2ccc(C(=O)OC)cc21	1	-0.4	4.1	1.4	1	2	-1	3.8	x	0
C#CCn1cc(/C=N/NC(=O)COc2cccc3cccnc23)c2ccccc21	x	-1.1	-0.1	-0.6	-11	3	11	3.8	-2	0
COC(=O)CSc1nnc(COc2cccc3ccccc23)o1	9	-7.0	-0.9	-0.8	u	-3	-159	-0.2	-1	x
CCOC(=O)N1CCN(c2ccc3nnnn3n2)CC1	-2	0.2	2.1	4.2	23	17	-23	3.9	0	x
O=C(CCNS(=O)(=O)c1ccccc1F)N1CCN(Cc2ccccc2)CC1	-2	-0.9	0.2	0.8	-1	5	1	0.0	-2	-1
CC(=O)NC1C(=O)N(CCN2CCOCC2)c2ccc(F)cc21 (centres undefined)	2	12	1.4	x	x	-1	x	x	5	-5
COc1ccc(-c2csc(NC(=O)CSCc3c(C)noc3C)n2)c(OC)c1	3	-2.2	2.3	-0.2	-54	13	54	1.2	-4	6
CCOC(=O)c1[nH]c(C)c(C(=O)C(C)C)c1C	10	-0.9	1.7	0.4	-2	0	2	3.2	0	55
CC1(C)C2CCC1(CS(=O)(=O)N1CCOCC1)C(=O)C2 (centres undefined)	x	x	2.6	-1.1	14	-5	-14	2.8	-3	0
Cc1noc(C)c1CSc1nc2cc(S(=O)(=O)N3CCOCC3)ccc2o1	x	-1.1	3.2	0.4	-28	-11	28	2.9	x	-5
O=C(OCc1cc(=O)c(OC(=O)c2ccccc2)co1)c1ccccc1	2	0.2	2.2	x	3	4	-3	x	x	-2
Cc1ccccc1CN(C)C(=O)c1ccc2ccccc2n1	-5	-2.6	0.5	-1.2	-19	-10	19	-0.4	-4	1
Cc1ccc(C(=O)NCC(=O)NCC(=O)OCc2ccc(Cl)cc2)cc1	-1	0.5	1.9	1.0	5	-2	-5	1.9	12	-1
O=S(=O)(c1ccccc1C(F)(F)F)N1CCN(c2ncnc3sccc23)CC1	0	-0.2	2.3	0.2	-14	7	14	0.0	-3	-7
COc1ccc(CN2CCN(CCC(C)C)C(CCO)C2)cc1Cn1cncn1 (centres undefined)	6	-1.5	1.5	1.3	19	-7	-19	1.9	1	-5
O=C(O)CCc1nn2c3ccccc3n(CC(=O)c3cccs3)c2nc1=O	1	-1.1	3.2	2.9	14	10	-14	2.1	-3	0
CN(C)S(=O)(=O)c1cccc(NC(=O)c2ccc(-n3cncn3)c([N+](=O)[O-])c2)c1	-2	-0.1	2.2	3.4	-53	0	53	-0.5	-1	-11
Cc1ccc(NC(=O)Cn2cnc3ccccc32)cc1C	x	x	6.8	14*	24	-14	-24	14*	-4	-4
COc1ccc2cc3cc(C(=O)NCCCN4CCC(C)CC4)oc3nc2c1	x	-4.1	x	0.8	-11	6	11	5.6	2	45
COC(=O)/C=C/c1cnc[nH]1	1	-0.3	2.8	-0.2	17	0	-17	-0.6	-2	8
O=C(c1ccc(Br)cc1)N(Cc1ccco1)C1CCS(=O)(=O)C1 (centres undefined)	3	-3.8	2.4	-1.5	8	4	-8	0.2	-2	-7
Cc1ccc(S(=O)(=O)N2CCC(C(=O)N[C@@H](C)C(=O)Nc3ccc(F)cc3)CC2)cc1	0	0.3	2.2	2.5	-2	-2	2	1.2	8	0
COc1ccc(NC(=O)CCC(=O)Nc2nnc(C(F)(F)F)s2)c(OC)c1	x	-1.9	5.1	2.5	-1	-5	1	2.6	x	1
CC(C)C[C@H]1COCCS(=O)(=O)N1Cc1cccc(F)c1	-3	-1.6	1.5	-0.2	1	-8	-1	-0.3	-1	7
CCNc1ccc([N+](=O)[O-])cc1	-1	-0.2	2.2	-3.5	15	5	-15	-4.1	4	0
CC(C)N1CCc2c(sc(NC(=O)CN3C(=O)c4ccccc4C3=O)c2C(N)=O)C1	0	-0.2	2.5	1.7	16	1	-16	-1.0	-2	4
COC(=O)c1[nH]c2ccc(F)cc2c1NC(=O)C1=COCCO1	2	0.0	1.1	-2.2	-1&-15	3&-2	1&15	1.4	-1	-7
COc1cc(/C=N/NC(=O)C2=NNC(=O)C2C)ccc1O (centres undefined)	4	-2.6	0.5	3.1	x	4	x	0.2	-4	0
CCCn1c(CCC(=O)O)ccc1-c1cccs1	x	-2.5	1.3	1.8	12	4	-12	-0.5	-3	-5
Cc1[nH]c2ccccc2c1C(=O)/C=C/c1ccccc1Cl	-4	0.1	3.3	-0.8	-29	0	29	1.8	-2	15
COc1ccc(S(=O)(=O)N2CCC(C(=O)NCC3CC3)CC2)cc1	0	-0.6	2.8	-0.2	x	8	x	0.1	x	7
O=C(CCc1ccccc1)Nc1c(F)cccc1F	18	-0.5	1.5	-0.5	14	0	-14	-0.3	1	34
CCC(C)(C)NC(=O)C(c1ccc(F)cc1)N(Cc1cccs1)C(=O)c1cnccn1 (centres undefined)	-2	-0.5	2.0	-1.7	15	-3	-15	-1.6	-1	-11
N#CCN1C(=O)C(=O)N(Cc2cccc(Cl)c2)C1=O	1	-2.3	0.5	-0.2	9	-20	-9	-2.1	x	16
O=C(NCc1ccc(Cl)cc1)C1CCC(=O)N(C2CC2)C1 (centres undefined)	1	-3.3	1.4	-1.1	4	-4	-4	5.1	-1	1
Cc1ccc(N2C(=O)c3ccc(C(=O)O)cc3C2=O)cc1C	x	-2.1	-0.2	-0.2	14	3	-14	2.2	-2	x
O=C(NCCc1ccccc1)C1CCCN1C(=O)Nc1ccc(Cl)cc1 (centres undefined)	5	-1.6	0.5	-3.9	17	-10	-17	1.1	-6	3
Cc1ccc(C(=O)COC(=O)c2cc(Cl)nc3ccccc23)cc1	-5	-2.1	2.2	0.5	-4	13	4	-0.6	-4	x
c1ccc(SCc2nc(-c3ccncc3)n[nH]2)nc1	-2	0.2	1.7	1.5	-7	3	7	0.4	4	5
O=C(O)c1ccc2c(c1Nc1ccccc1)C(=O)c1ccccc1C2=O	3	2.1	0.6	-2.8	1	-7	-1	-0.3	-4	-12
CC(=O)c1cccc(NC(=O)C2CCN(S(=O)(=O)c3ccc(F)cc3)CC2)c1	-2	-2.5	2.8	1.0	-17	-1	17	1.2	2	x
O=C(COC(=O)/C=C/c1ccc(F)cc1)NC1CCCC1	-1	-1.6	0.7	x	4	0	-4	x	-1	-6
Cc1c(Cl)cccc1Nc1ncccc1C(=O)O	2&0	0.1&0.6	i	0.3	10&4	-6&-3	-10&-4	-0.8	-1&12	2&11
Cc1ccc(CNC(=O)C2CCCN(S(=O)(=O)c3c(C)noc3/C=C/N(C)C)C2)cc1 (centres undefined)	-1	-1.2	-0.2	0.2	-17	-3	17	-1.2	2	1
N#CC1(c2ccccc2)CCC(=O)N1Cc1ccccc1 (centres undefined)	-1	0.0	1.7	1.0	13	-2	-13	-0.2	x	x
O=C(Nc1ccccc1)OCC1COC(c2ccccc2)(c2ccccc2)O1 (centres undefined)	49*	0.1	-1.2	x	0	2	0	x	-5	4
O=C(Nc1cccc(Cl)c1)OCCOC(=O)Nc1cccc(Cl)c1	-5	-0.6	2.7	x	0	13	0	x	x	12
CCOc1ccc(CCNC(=O)COC(=O)c2cccnc2Cl)cc1OCC	-4	-1.5	-1.6	-0.3	8	-2	-8	1.9	-1	-4
C[n+]1cc(-c2ccccc2)oc1-c1ccccc1	10	-2.0	1.8	0.7	1	-5	-1	1.1	1	28
c1cc(CNCCCN2CCOCC2)ccn1	4	-2.1	2.8	-1.4	19	7	-19	0.6	6	x
O=C(NCC1COc2ccccc2O1)c1ccc(NC(=O)C2CCCO2)cc1 (centres undefined)	8	x	2.0	-3.9	-20	-5	20	1.4	-4	x
S=C(Nc1ccc(Oc2ccccc2)cc1)N1CCOCC1	0	-0.1	2.6	1.4	7	-8	-7	-0.2	0	19
COc1ccc(C)cc1NC(=O)CSc1nnc2ccc(-c3cccnc3)nn12	-3	-0.7	1.6	0.0	-16	5	16	-3.6	8	-8
Cc1cc(C)c(NC(=O)CNC(=O)COC(=O)Cc2ccccc2C)c(C)c1	-1	-0.1	-1.6	0.2	9	-2	-9	2.2	-6	5
COc1ccc(OC)c(S(=O)(=O)NCc2ccccc2)c1	-4	-0.3	1.4	-1.6	14	-7	-14	-0.6	-1	14
CCC(C)N(C(=O)COC(=O)c1nc2nc(C)cc(C)n2n1)C1CCS(=O)(=O)C1 (centres undefined)	0	1.9	6.1	-0.5	3	-3	-3	0.8	1	-3
Cc1ccccc1NC(=O)c1cc(=O)c2ccccc2o1	x	0.0	4.1	-0.7	2	13	-2	1.7	-3	x
Cc1cccc(OCC(=O)Nc2ccc(C(=O)O)cc2NC(=O)COc2cccc(C)c2)c1	0	-2.7	-0.9	-1.0	3	0	-3	-0.3	0	2
CC(=Nc1ccccc1C(F)(F)F)c1ccncc1	1	-0.2	1.7	1.0	22	6	-22	2.0	-11	8
Cc1nn(Cc2ccccc2)c2c1C(c1ccncc1)C(C#N)=C(N)O2 (centres undefined)	x	x	0.6	-0.4	5	4	-5	2.7	2	-8
O=C(NCc1cccs1)c1ccc(N2CCCC2=O)cc1	x	-1.4	3.3	1.2	-11	1	11	1.5	-4	29

Profiles, looked up by structure. Values in the order: Wnt act	CAL PDZ FP-1	phage Ecoli inh	E coli growth	SR-BI DiI-HDL act	Tat export inh	SR-BI DiI inh	AddAB inh	CAL PDZ FP-2	MITF act
Entry for O=C(COC(=O)/C=C/c1ccc(F)cc1)NC1CCCC1 → -1	-1.6	0.7	x	4	0	-4	x	-1	-6
Entry for O=C(NCC1COc2ccccc2O1)c1ccc(NC(=O)C2CCCO2)cc1 (centres undefined) → 8	x	2.0	-3.9	-20	-5	20	1.4	-4	x
Entry for Cc1ccc(CNC(=O)C2CCCN(S(=O)(=O)c3c(C)noc3/C=C/N(C)C)C2)cc1 (centres undefined) → -1	-1.2	-0.2	0.2	-17	-3	17	-1.2	2	1

Screening data: PubChem, several laboratories
